GPR7 antag: GPR7 receptor antagonists, primary screen, cell-based, fluorescence, single concentration. Neuropeptides B/W receptor type 1 (Homo sapiens), P48145. GPR7-expressing cells, fluorescence antagonist assay. inhibition, % at 4.4 µM. hit rate 1.1% among 290,000. AID 1861, 2009; in the data active means inhibition above about 16%, passing the limit was not always enough;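 further: cells stimulated with the agonist NPW; 0% = agonist with vehicle and 100% = vehicle without agonist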
M18AAP inhibitor: PfM18AAP inhibitors, malaria aminopeptidase, primary screen, biochemical, QFRET, recombinant enzyme. M18 aspartyl aminopeptidase (Plasmodium falciparum 3D7). H-Glu-NHMec fluorogenic cleavage. inhibition, % at 7.35 µM. hit rate 1.2% among 290,000. AID 1822, 2009;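 active means inhibition above the campaign mean inhibition over all tested compounds plus 3 SD, cut at about 28% in these data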;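 further: 0% = plate median of test compound wells and 100% = 2 mM ZnCl2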
OXTR agonist: human OXTR agonists, primary screen, fluorescence, CHO-OTR cells, Fluo-8 calcium. hit rate 0.32% among 320,000. Fluo-8 calcium fluorescence; normalized: DMSO 0%, oxytocin 100%. activation, % at 3 µM. AID 2435, 2010;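 active means activation above the mean of all tested compounds plus 3 SD, cutoff set per screening run, cut at about 20% in these data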;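 further: peak over basal fluorescence ratio from a 100 s FLIPR kinetic read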
DNA FID counter: compounds displacing fluorescent DNA intercalator, primary screen, artefact control for HCV NS3 helicase inhibitor project, biochemical, FID fluorescence; DNA fluorescent intercalator displacement; inhibition, % at 7.9 µM; hit rate 0.17% among 290,000; AID 1845, 2009; in the data active means inhibition above about 37%;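 further: 0% = vehicle and 100% = reference compound; higher means more ethidium bromide displaced from hairpin DNA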
MEKK3 PB1 HTS: modulators of MEKK3-MEK5 PB1 binding, primary screen, biochemical, wildtype MEKK3, multiplex bead flow cytometry, Alexa488-MEK5 | binding response (% of control), % at 10 µM | bead-based flow cytometry, Alexa488-MEK5 binding to MEKK3; actives lie on both sides; 0 = blocked by unlabeled MEK5, 100 = vehicle | hit rate 1.4% among 290,000 | Mitogen-activated protein kinase kinase kinase 3 (Homo sapiens), Q99759;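 active means binding response more than 3 SD above or below the average of its plate-row segment, actives on both sides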;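 further: Alexa488 bead fluorescence after subtracting the streptavidin-only scavenger bead signal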
Target sequence (Q99759 whole entry, looked up): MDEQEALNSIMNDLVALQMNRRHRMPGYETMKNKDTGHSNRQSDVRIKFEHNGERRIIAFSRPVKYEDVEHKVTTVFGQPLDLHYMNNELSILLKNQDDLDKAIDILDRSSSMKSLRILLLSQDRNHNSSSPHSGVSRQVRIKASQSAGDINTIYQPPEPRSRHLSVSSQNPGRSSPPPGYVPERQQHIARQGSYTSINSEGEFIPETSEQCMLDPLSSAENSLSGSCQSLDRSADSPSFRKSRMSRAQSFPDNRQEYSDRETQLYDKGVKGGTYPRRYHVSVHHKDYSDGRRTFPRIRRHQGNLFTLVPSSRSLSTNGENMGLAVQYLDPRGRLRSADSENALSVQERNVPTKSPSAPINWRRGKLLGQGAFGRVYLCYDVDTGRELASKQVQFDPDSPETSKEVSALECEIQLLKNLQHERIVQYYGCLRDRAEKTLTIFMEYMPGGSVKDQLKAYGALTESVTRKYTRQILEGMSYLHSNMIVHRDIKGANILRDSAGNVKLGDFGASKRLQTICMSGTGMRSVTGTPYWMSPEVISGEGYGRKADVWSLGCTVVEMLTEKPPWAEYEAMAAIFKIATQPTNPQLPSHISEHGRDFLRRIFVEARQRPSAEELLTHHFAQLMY
MEKK2 mut-MEK5: MEK5 binding signal on mutant MEKK2 PB1, primary screen, biochemical, multiplex bead flow cytometry, Alexa488-MEK5. Alexa488-MEK5 binding to MEKK2 mutant. percent response, % at 10 µM. hit rate 0.35% among 290,000. AID 1530, 2009; in the data active means percent response above about 24%, passing the limit was not always enough; further: inactives centre near 1; some results filed as inactive read as strong as hits; reference of the scale not given here
PHOSPHO1 inh: PubChem AID 1565; Phosphoethanolamine/phosphocholine phosphatase (Homo sapiens), Q8TCT1; recombinant PHOSPHO1, absorbance phosphatase assay; inhibition, % at 13.3 µM; hit rate 1.1% among 290,000; in the data active means inhibition above about 60%
Target sequence (Q8TCT1 whole entry, looked up): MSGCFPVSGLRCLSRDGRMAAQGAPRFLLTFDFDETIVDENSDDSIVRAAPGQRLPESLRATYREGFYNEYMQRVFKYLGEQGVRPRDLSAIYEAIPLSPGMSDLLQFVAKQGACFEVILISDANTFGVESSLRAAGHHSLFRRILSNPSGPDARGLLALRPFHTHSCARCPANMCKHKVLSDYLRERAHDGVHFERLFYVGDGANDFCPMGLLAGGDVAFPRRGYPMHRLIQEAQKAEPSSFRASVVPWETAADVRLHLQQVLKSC
NALP1 yeast inh: NALP1 inflammasome inhibitors in reconstituted yeast, colorimetric, S. cerevisiae, triplicate retest | hit rate 0.61% among 280,000 | S. cerevisiae NALP1/ASC/caspase-1 growth, X-gal OD620, 72 h | AID 2071, 2009 | inhibition, % at 10 µM; in the data active means inhibition mostly above about 24%, no sharp cut-off; inactive means mostly below about 32%; further: some compounds called inactive have numbers as strong as hits
MEKK2 WT-MEK5: modulators of MEK5 binding to wildtype MEKK2, primary screen, biochemical, multiplex bead flow cytometry, Alexa488-MEK5; Mitogen-activated protein kinase kinase kinase 2 (Homo sapiens), Q9Y2U5; Alexa488-MEK5 binding to MEKK2 WT; actives lie on both sides; binding response (% of control), % at 10 µM; hit rate 1.1% among 290,000; AID 1531, 2009; in the data active means binding response below about 67% or above about 130%
Active calls of the source: *; . = no result given; [ ] = remark or other dose.

SMILES | GPR7 antag | M18AAP inhibitor | OXTR agonist | DNA FID counter | MEKK3 PB1 HTS | MEKK2 mut-MEK5 | PHOSPHO1 inh | NALP1 yeast inh | MEKK2 WT-MEK5
Cc1ccc(CN2C(=O)CCC2C(=O)N2CCN(c3ccc(F)cc3)CC2)cc1 (stereo not given) | -10 | -4 | -0.3 | -36 | 102 | 2 | 27 | -8 | 99
CCOC(=O)c1cc([N+](=O)[O-])sc1N | 1 | 3 | -1.5 | -1 | 101 | 2 | 12 | 0 | 95
C[C@@H](NC(=O)OC(C)(C)C)C(=O)NCC1CCC(C(=O)N[C@@H](Cc2ccccc2)C(=O)O)CC1 (stereo not given in full) | -5 | 0 | 0.5 | -21 | 100 | 11 | 34 | 6 | 100
O=C(Nc1ccc(Cn2ccnc2)cc1)c1cccc(C(F)(F)F)c1 | 4 | 2 | . | 3 | 105 | 3 | 29 | 4 | 108
O=C(Nc1ccc(-n2cccn2)cc1)C1CCCCN1Cc1cccc2cccnc12 (stereo not given) | 8 | 2 | -1.3 | 5 | 103 | 2 | 43 | -14 | 108
Cc1cc(-c2nnc(SCC(=O)Nc3ccccc3C)n2N)n[nH]1 | -11 | 5 | -0.1 | -7 | 99 | 3 | 44 | 3 | 103
COc1ccccc1N1CC(O)=C(c2nc3ccccc3c(=O)[nH]2)C1=N | -7 | -1 | 1.9 | -19 | 102 | 4 | -21 | . | 103
O=C(N/N=C/c1ccc(OC(=O)c2ccccc2Cl)cc1)c1cc(O)cc(O)c1 | 1 | 3 | . | -29 | 85 | -7 | 21 | 1 | 80
CC(=O)Nc1nc2ccccc2n1Cc1ccc(Cl)cc1 | -1 | -3 | 1.8 | -11 | 97 | 1 | 42 | 15 | 111
CCN(CC)CCNC(=O)c1cc2c(-c3ccc(Cl)cc3)nn(C)c2s1 | 5 | 5 | 2.6 | 23 | 109 | 21 | 29 | 16 | 191*
CCCCOC(=O)Nc1ccc(S(=O)(=O)Nc2onc(C)c2C)cc1 | -7 | 2 | 0.5 | -15 | 97 | 5 | . | -11 | 97
CCCCCOC(=O)C1=C(C)Nc2ncnn2C1c1cccs1 (stereo not given) | 4 | 1 | 1.5 | -25 | 102 | 4 | -4 | 3 | 101
O=C(CN(c1ccc2c(c1)OCCO2)S(=O)(=O)c1ccccc1)NCC1CCCO1 (stereo not given) | -3 | 1 | -0.9 | -12 | 103 | 8 | -36 | 15 | 103
CNC(=O)N1c2ccccc2C=Cc2ccccc21 | -6 | 0 | 0.0 | -4 | 104 | 4 | 20 | 5 | 104
CN(C)C(=O)c1c(-c2ccccc2)oc2ccc(O)cc12 | -6 | 3 | 1.7 | -4 | 100 | 3 | -6 | 4 | 95
COC(=O)c1sc2ncn(N)c(=O)c2c1C | -8 | 4 | -0.3 | -7 | 99 | 4 | 40 | . | 95
COc1ccc(C2NCCc3c2[nH]c2ccccc32)cc1COc1ccc(F)cc1 (stereo not given) | 46* | -11 | 24* | 25 | 62*[inhibitor] | 2 | -2 | 42 | 140*
CCn1ccc(C(=O)Nc2ccc(N(C)C(C)=O)cc2)n1 | -4 | 3 | -0.1 | -1 | 106 | 7 | 16 | 18 | 108
O=C(CN1C(=O)c2ccccc2S1(=O)=O)N1CCN(c2cccc(Cl)c2)CC1 | 7 | 9 | 7.8 | -13 | 106 | 11 | . | . | 104
COc1ccc2c(c1)/C(=N/OC(=O)c1cccs1)CCC2 | -7 | 3 | -1.4 | -30 | 111 | -2 | 23 | 1 | 101
COc1cc(C#N)ccc1OC(=O)Cc1cc(OC)c(OC)c(OC)c1 | -1 | -4 | 1.1 | 1 | 99 | -1 | 27 | -18 | 97
Cc1ccc(N(CC(=O)N2CCc3ccccc3C2)S(C)(=O)=O)cc1 | -5 | 0 | -1.5 | -29 | 100 | 17 | 45 | 2 | 99
C[C@H](NC(=O)c1ccco1)C(=O)Nc1ccc2c(c1)OCO2 | 13 | 14 | 1.4 | -2 | 77 | -18 | 10 | 8 | 74
O=C(CSc1ncnc2scc(-c3ccccc3)c12)Nc1ccc(C(=O)O)cc1 | -3 | 0 | -0.5 | -31 | 94 | -7 | 42 | 4 | 94
Cc1ccc(/C=C/C(=O)NCc2ccco2)o1 | 0 | -16 | -1.1 | -9 | 126 | 0 | 0 | 41 | 106
CCc1ccc2nc(N(CCN(C)C)C(=O)/C=C/c3cccs3)sc2c1 | 21 | 3 | 1.4 | 11 | 104 | 18 | 30 | 27 | 128
NC(=O)c1ccccc1NC(=O)CCn1c(=S)oc2ccccc21 | -22 | -6 | -0.6 | -5 | 111 | 13 | 46 | 19 | 113
CC(NC(=O)C(NC(=O)C(Cc1c[nH]c2ccccc12)NC(=O)OC(C)(C)C)C(C)C)C(N)=O (stereo not given) | -14 | -13 | 1.1 | -11 | 70 | -24 | -12 | -10 | 74
COC(=O)c1ccc(CSc2nc3ccccc3c(=O)n2C)o1 | 17 | 11 | 2.5 | -26 | 101 | 7 | 11 | 21 | 105
CC1CC(=O)C2=C(C1)Nc1ccccc1N(C(=O)COc1ccccc1)C2c1ccco1 (stereo not given) | -2 | 4 | -1.5 | -20 | 83 | -3 | 24 | 12 | 86
O=C(CCC1CCCN(C(=O)c2ccco2)C1)NCc1ccccc1F (stereo not given) | -10 | 4 | -1.2 | -7 | 100 | 7 | -7 | -10 | 105
Nc1ccc(CC2SC(=O)NC2=O)cc1 (stereo not given) | 2 | 13 | 0.1 | 3 | 102 | 5 | 8 | -4 | 105
O=C(O)c1cc(NC(=O)c2ccccc2[N+](=O)[O-])ccc1O | -7 | 2 | 0.8 | 2 | 88 | -13 | 8 | 2 | 84
COC(=O)C(NC(=O)c1ccccc1)=C(C)C | -5 | 8 | 0.0 | 10 | 99 | 0 | 15 | 11 | 102
CC1=CC(=O)N(c2ccn(C)n2)C1=O | -10 | -12 | 1.6 | 4 | 64 | -36 | 51 | 0 | 67
CCOC(=O)c1ccc(NC(=O)CCc2nc(-c3ccccc3)no2)cc1 | -9 | 3 | 12 | -9 | 130* | 7 | -10 | 9 | 120
c1ccc(-c2cc(-c3nnc4sc(-c5ccccn5)nn34)[nH]n2)cc1 | -17 | 2 | -0.8 | -7 | . | . | -1 | -5 | .
COc1cccc(NC(=O)Nc2c(C)n(C)n(-c3ccccc3)c2=O)c1 | -10 | 10 | 0.2 | -4 | 95 | -1 | -1 | 5 | 98
O=C(CCCOc1ccccc1)NCCc1nc2ccccc2[nH]1 | -5 | 0 | -1.2 | 7 | 74*[inhibitor] | -6 | 1 | -8 | 87
CCOc1ccc(N(Cc2ccc(OC)c(OC)c2)C(=O)c2ccco2)cc1 | 1 | 8 | -1.8 | -35 | 94 | -3 | 26 | -1 | 92
COC(=O)CCCC1=CC2=CC(=O)C(C)(OC(=O)c3cccs3)C(=O)C2=CN1Cc1ccco1 (stereo not given) | . | . | -0.4 | . | 70 | -26 | 26 | 10 | 67
CN(CC(=O)NCCc1ccc(S(N)(=O)=O)cc1)S(=O)(=O)c1cccc2nsnc12 | 18 | 9 | 0.2 | -7 | 96 | -8 | 2 | 16 | 89
Cc1c(C(=O)N2CCN(CCc3ccccn3)CC2)oc2ccc(F)cc12 | 6 | 8 | -0.7 | -25 | 100 | 3 | -11 | 16 | 101
O=C(COc1ccc(S(=O)(=O)N2CCOCC2)cc1Cl)NCCCn1ccnc1 | -15 | -4 | 0.7 | -2 | 101 | 1 | 23 | 8 | 102
CCn1c(SCC(=O)Nc2cc(C)on2)nc2c1c(=O)n(C)c(=O)n2C | -6 | -10 | 2.2 | -1 | 100 | 4 | -34 | 9 | 101
COC(=O)c1cc(NC(=O)Cn2c(=O)oc3ccccc32)cc(C(=O)OC)c1 | 3 | 4 | 1.1 | -11 | 99 | -2 | 23 | 29 | 100
c1ccc(Nc2nc(CSc3ncn[nH]3)cs2)cc1 | 0 | 60* | -1.4 | -1 | 73 | -10 | -4 | 25 | 81
CC1CC(=O)N(C)c2cc([N+](=O)[O-])ccc2N1 (stereo not given) | -9 | -6 | 1.5 | -1 | 121 | 0 | -11 | 8 | 106
COC(=O)c1cc(OC)c(OC)cc1NC(=O)c1csc(C)c1 | -18 | 1 | -1.1 | -39 | 102 | 8 | 20 | 0 | 103
COc1ccccc1N(CC1CO1)S(=O)(=O)c1ccccc1 (stereo not given) | -1 | -20 | 1.1 | -7 | 98 | -5 | 40 | -1 | 99
O=C(Oc1ccccc1)c1ccc(COC(=O)c2cnccn2)cc1 | -1 | -3 | 5.1 | -12 | . | . | -2 | 0 | .
CC1CC2=C(C(=O)O1)C(c1ccc(Cl)cc1)Nc1ccccc1N2 (stereo not given) | 10 | -1 | 1.9 | -12 | 71*[inhibitor] | -1 | -2 | 33 | 91
N#Cc1c2c(c(=S)n(-c3ccccc3)c1N)CCCC2 | -4 | 10 | -0.4 | 5 | 89 | -3 | 61* | 3 | 90
CC(C)c1ccc(NC2CCCN(C(=O)c3ccc(Cn4cnnn4)cc3)C2)cc1 (stereo not given) | -5 | 6 | 1.3 | -27 | 101 | 5 | 50 | 2 | 100
Cc1ccc(-c2ccc(/C=N/NC(=O)Cc3nnc(N)s3)o2)cc1Cl | -13 | 7 | -0.4 | -17 | 105 | 5 | 15 | . | 96
Cc1ccc(C(=O)CSc2nnc(-c3ccccc3N)n2C)cc1 | -9 | 5 | 1.9 | -16 | 106 | 14 | 36 | 12 | 110
COCc1cc(N2CCOCC2)nc(SCc2ccc(Cl)cc2)n1 | -6 | 0 | -0.5 | -27 | 100 | -5 | -13 | 18 | 94
Cc1cc(=O)oc(C)c1C(=O)Nc1cccc2nonc12 | -10 | -6 | 0.1 | 3 | 105 | 4 | 26 | 10 | 104
Cc1noc(C)c1S(=O)(=O)N1CCCCC1 | -2 | -3 | 0.3 | 1 | 105 | 3 | -3 | -1 | 103
Cc1nn(Cc2ccccc2)c(C)c1NC(=O)CSc1nc(C2CC2)nc2c1cnn2-c1ccccc1 | -7 | 6 | 0.1 | 0 | 103 | -1 | -4 | 26 | 101

Structures listed so far marked active in MEKK3 PB1 HTS:
structure | GPR7 antag | M18AAP inhibitor | MEKK3 PB1 HTS | MEKK2 mut-MEK5 | PHOSPHO1 inh | NALP1 yeast inh | MEKK2 WT-MEK5
COc1ccc(C2NCCc3c2[nH]c2ccccc32)cc1COc1ccc(F)cc1 (stereo not given) | 46* | -11 | 62*[inhibitor] | 2 | -2 | 42 | 140*
CCOC(=O)c1ccc(NC(=O)CCc2nc(-c3ccccc3)no2)cc1 | -9 | 3 | 130* | 7 | -10 | 9 | 120
O=C(CCCOc1ccccc1)NCCc1nc2ccccc2[nH]1 | -5 | 0 | 74*[inhibitor] | -6 | 1 | -8 | 87
CC1CC2=C(C(=O)O1)C(c1ccc(Cl)cc1)Nc1ccccc1N2 (stereo not given) | 10 | -1 | 71*[inhibitor] | -1 | -2 | 33 | 91

Outcome played no part in choosing rows; overall some 6.2% were active at least once.
